# Source: PubChem BioAssay (National Center for Advancing Translational Sciences (NCATS))
# Nrf2 inh = inhibitors of Nrf2 signaling; A549 ARE-Fluc reporter, luciferase luminescence, 18-24 h; Potency, µM (top dose mostly 46 µM), for the others: top-dose activity change, negative = inhibition, usual class: inhibitors; actives 2.1% (n = 360,000); further: potency means the concentration at half of the fitted maximal effect; on the % scale 0 is the no-effect control and ±100 the full control effect; nearly all actives have a fitted effect of over 60% in size
#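 Cells were seeded and rested 2 h, then exposed to compounds for 18-24 h. CellTiter-Fluor was read first as a viability measure. BugLite was added 15 min before the final luminescent read of ARE-luciferase activity in A549 cells.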
# TGFb inhibitor = TGF-b pathway inhibition | Potency, µM (series often up to 46.1 µM), inactives show at the highest dose activity, negative = inhibition, most hits filed as inhibitors | actives 1.2% (n = 410,000) | HepG2 CAGA-GFP TGF-b/SMAD3 reporter, GFP fluorescence, 18 h; TGF-beta stimulated, 500 pg/mL final | AID 588855; further: potency means the concentration at half of the fitted maximal effect; on the % scale 0 is the no-effect control and ±100 the full control effect; nearly all actives have a fitted effect of over 65% in size
#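 Per well, imaged GFP fluorescence of HEPG2 CAGA-GFP cells gives the signal; cells get compound, then TGF-beta (500 pg/mL final), 18 h at 37 degrees C; %Activity versus -TGF-beta and +DMSO controls.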
# Nrf2 ARE act = Nrf2 pathway activation | AID 624171 | actives 0.31% (n = 410,000) | Potency, µM (series often up to 46.1 µM), for inactives: top-dose activation, usual class: activators | AREc32 ARE-luciferase reporter (MCF7-derived line), luminescence, 24 h; further: potency means the concentration at half of the fitted maximal effect; % of control where 0% means no effect; nearly all actives have a fitted effect of over 65% in size
#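 Steps: seed AREc32_Fluc cells (1000/well, 5% FBS OPTI-MEM); incubate overnight at 37 deg C; add 23 nL compound; incubate 24 hr; add Steady-Glo; hold 30 min RT; read luminescence.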
# A549 tox = kills or reduces viability of A549 cells in Nrf2 counter-screen; A549 ARE-Fluc cells, CellTiter-Fluor viability, 18-24 h; Potency, µM (titrated, usually from 46 µM), for inactives: at the highest dose activity change, negative = cytotoxicity, hits mostly inhibitors; actives 0.16% (n = 390,000); further: potency means the concentration at half of the fitted maximal effect; on the % scale 0 is the no-effect control and ±100 the full control effect
#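 A549 ARE_Fluc cells in 5% FBS OPTI-MEM were exposed to compounds in concentration-response for 18-24 h at 37 deg C. Viability was read by CellTiter-Fluor fluorescence (Ex 405/Em 525) after 30 min, before the luciferase read.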
# ATXN viability = cell viability loss in ATXN counter-screen; AID 651635; actives 0.49% (n = 400,000); Potency, µM (highest dose often 56.7 µM), most hits filed as cytotoxic; S2 cells (HEK-293 line with an ATXN2-luciferase reporter) viability, CellTiter-Fluor protease fluorescence, 24 h; further: potency means the concentration at half of the fitted maximal effect; nearly all actives have a fitted effect of over 40% in size
# EPAC2 ag = EPAC2 (human) agonism. EPAC2 activation, biochemical qHTS; response scale: 100% = 6.5 mM cAMP response. Potency, µM (highest dose often 154 µM), without a hit: at the highest dose activation, hits mostly activators. actives 0.079% (n = 360,000); further: potency means the concentration at half of the fitted maximal effect; nearly all actives have a fitted effect of over 50% in size
# Target sequence (Q8WZA2 whole entry, looked up): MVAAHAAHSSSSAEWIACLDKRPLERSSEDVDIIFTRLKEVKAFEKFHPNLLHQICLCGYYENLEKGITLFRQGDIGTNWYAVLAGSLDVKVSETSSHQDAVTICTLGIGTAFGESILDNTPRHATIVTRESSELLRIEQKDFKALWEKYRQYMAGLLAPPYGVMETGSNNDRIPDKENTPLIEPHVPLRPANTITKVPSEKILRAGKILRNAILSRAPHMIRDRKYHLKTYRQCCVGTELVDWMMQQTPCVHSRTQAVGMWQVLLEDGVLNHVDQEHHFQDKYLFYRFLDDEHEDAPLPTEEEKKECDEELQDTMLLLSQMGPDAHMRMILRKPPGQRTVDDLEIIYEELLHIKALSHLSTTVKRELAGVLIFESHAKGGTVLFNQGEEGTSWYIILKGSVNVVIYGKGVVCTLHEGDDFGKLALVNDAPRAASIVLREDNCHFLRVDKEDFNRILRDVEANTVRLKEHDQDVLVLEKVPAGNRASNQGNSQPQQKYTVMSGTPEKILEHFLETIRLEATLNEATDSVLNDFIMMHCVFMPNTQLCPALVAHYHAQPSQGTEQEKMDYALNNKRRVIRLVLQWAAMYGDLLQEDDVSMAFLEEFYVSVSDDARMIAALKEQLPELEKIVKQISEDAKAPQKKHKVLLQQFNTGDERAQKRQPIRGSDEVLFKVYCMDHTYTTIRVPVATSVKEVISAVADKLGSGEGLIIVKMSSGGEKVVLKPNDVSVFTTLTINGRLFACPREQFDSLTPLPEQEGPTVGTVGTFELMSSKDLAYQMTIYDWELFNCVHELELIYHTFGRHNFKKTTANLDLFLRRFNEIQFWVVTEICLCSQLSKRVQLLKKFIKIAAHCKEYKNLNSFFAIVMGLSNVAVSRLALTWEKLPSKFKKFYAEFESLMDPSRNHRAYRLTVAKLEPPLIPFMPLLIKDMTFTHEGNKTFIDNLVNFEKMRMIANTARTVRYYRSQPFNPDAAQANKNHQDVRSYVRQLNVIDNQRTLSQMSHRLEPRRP
#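 EPAC2 (100 nM) mixed with Rap1B loaded with BODIPY-GDP (250 nM) plus 50 uM unlabeled GDP; compounds pinned in, 5 min RT, then read every 5 min for 30 min (ex 480, em 540 nm). Normalized to cAMP control.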
# IL2 activator = activators of IL-2 | AID 652025 | actives 0.065% (n = 360,000) | activation, % (series mostly up to about 46 µM) | IL-2 activation reporter assay, cell-based qHTS; stimulated with anti-CD3/CD4/CD28 beads; in transgenic mouse T cells; in the data active means activation above about 50%; inconclusive means mostly about 30% to 49%; further: 0% is about no effect
#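 Quantitative HTS in unstimulated transgenic mouse T cells, with memory T cells as non-tolerant control and PMA/ionomycin as tolerance-bypass control. Compound pretreatment lasted 60 minutes before 18 h bead stimulation; EGFP/DsRed fluorescence read.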
# HepG2 tox = counter-screen for TGF-b inhibitors: cytotoxicity in HepG2 cells; HepG2 CAGA-GFP viability, ATP luminescence, 18 h; Potency, µM (series often up to 46.1 µM), for inactives: at the highest dose activity change, negative = cytotoxicity, usual class: cytotoxic; actives 0.76% (n = 410,000); further: potency means the concentration at half of the fitted maximal effect; some results filed as inactive show a strong effect at the top dose
#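 CellTiter-Glo luminescence gave cytotoxicity after 18 hours at 37 degrees C. The cells were HepG2 CAGA-GFP in 1% FBS DMEM, stimulated with 500 pg/mL TGF-beta after compound addition. %Activity was normalised to no-cell wells (complete cell-killing) and DMSO (no toxicity), and curves were fitted and classified.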
# ATXN2 expr inh = ATXN2 expression inhibition; HEK-293 ATXN2-luciferase reporter, luminescence, 24 h; Potency, µM (doses to about 57 µM), for the others: top-dose activity change, negative = inhibition, usual class: inhibitors; actives 0.72% (n = 360,000); further: potency means the concentration at half of the fitted maximal effect; on the % scale 0 is the no-effect control and ±100 the full control effect; nearly all actives have a fitted effect of over 55% in size
#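 ATXN2-luciferase reporter cells (luciferase flanked by upstream and downstream ATXN2 gene portions) were treated 24 h at 37 °C with compounds at up to 57 uM. SteadyGlo luminescence gave expression; GF-AFC fluorescence gave viability.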
# * marks the source's active call; other numbers are inactive results; i = inactive; u = inconclusive; x = not tested or not shown; & = joins results of further samples; [ ] = remark or other dose. Unless noted, the call rests on the fitted dose curve; in most records, active means well fitted curve in the direction sought with a large enough effect; inconclusive means small, poorly fitted or top-dose-only effect, or another doubt; inactive means no such curve, though single readings can be large; an effect the other way counts as inactive or inconclusive.
# Each structure is followed by: IL2 activator	Nrf2 inh	A549 tox	ATXN viability	TGFb inhibitor	HepG2 tox	EPAC2 ag	ATXN2 expr inh	Nrf2 ARE act
Cc1ccccc1N/C(SCc1cccc(Br)c1)=C(/C#N)C(N)=O
→ -1.9	2.3%	-4.0%	i	-2.9%	-8.6%	2.4%	-13.7%	-0.1%
COc1ccccc1C(=O)OCC(=O)NC12CC3CC(CC(C3)C1)C2
→ -2.0	2.5%	5.0%	i	0.0%	-3.9%	8.0%	4.5%	0.8%
CN1c2ccccc2C(=O)C(=C2SCCCS2)S1(=O)=O
→ 0.0	29.5%	-6.0%	i	-16.2%	-34.2%	11.7%	x	22.5%
O=[N+]([O-])c1ccccc1/C=N/Nc1nnc(-c2ccccc2)c(-c2ccccc2)n1
→ -1.8	-0.2%	-5.7%	u	23.1%	-1.7%	-8.1%	-0.1%	4.5%
O=C(Nc1ccnn1C1CCN(C(=O)c2c(F)cccc2F)CC1)C1CC1
→ -2.5	4.8%	0.8%	u	-8.6%	-2.4%	2.3%	2.2%	0.3%
CC1CC(=O)N(c2ccc(C(C)C)cc2)C(=O)C1
→ -0.8	-10.0%	11.6%	i	-8.4%	-13.8%	4.0%	x	0.5%
CCC1CCCCN1C(=O)CN1C(=O)CSC1=O (stereo not drawn)
→ 2.3	24.2%	5.6%	i	6.3%	0.8%	-1.9%	1.9%	0.2%
Cc1nc2cc(S(=O)(=O)N(C)C)ccc2n1-c1ccccc1
→ -1.1	10.3%	-3.8%	i	11.1%	0.5%	-2.1%	3.1%	-0.4%
CC(C)(C)[C@@H]1COC(=O)[C@@H](NC(=O)OCC2c3ccccc3-c3ccccc32)C/C=C\C[C@@H](CC(=O)NCCO)C(=O)N1
→ -0.2	-1.5%	1.0%	i	-5.1%	-2.0%	1.5%	3.0%	0.2%
Cc1ccc(S(=O)(=O)/N=C(\Nc2cc(C)on2)c2ccc(Cl)cc2)cc1
→ 0.5	u	-7.8%	i	-24.5%	-22.6%	7.2%	19.9%	-0.2%
CCC(C)NC(=O)CCS(=O)(=O)c1ccc(Br)s1 (stereo not drawn)
→ -3.0	10.4%	-0.4%	i	1.8%	-1.8%	-3.0%	0.6%	-0.1%
CCC1=NN2C(=N)/C(=C/c3c(C)nn(-c4ccccc4)c3Cl)C(=O)N=C2S1
→ 0.5	-13.3%	1.0%	i	12.7%	-18.9%	2.2%	4.1%	25.5%
O=C(O)C(c1ccccc1)c1ccccc1
→ 0.9	-6.4%	-2.4%	i	18.9%	9.0%	6.1%	8.9%	-0.9%
Cc1cccc(C)c1NC(=O)C(Cl)=C(Cl)Cl
→ -1.9	25.6%	0.8%	i	-2.3%	-0.4%	5.8%	-24.4%[11.3 µM]	11.2µM*
COC(=O)CNC(=O)c1c(-c2ccccc2Cl)noc1C
→ -0.2	x	4.9%	i	13.3%	-7.5%	3.4%	-14.1%	3.3%
Cc1ccc(OCc2ccc(-c3ccccc3)cc2)c([N+](=O)[O-])n1
→ -2.2	u	-2.6%	i	-26.6%	-10.8%	7.6%	5.0%	2.0%
CCOc1ccc(/C=N/OCC(=O)NCc2ccc3c(c2)OCO3)cc1OC
→ -1.0	u	-2.5%	i	u	-38.8%	-2.6%	-3.5%	1.6%
O=C(Nc1ccc(CN2CCOCC2)cc1)c1cccc(-c2cc3ccccc3oc2=O)c1
→ -3.0	u	0.0%	i	-9.7%	-22.2%	1.0%	u	-0.4%
CS(=O)(=O)c1cccc(C(=O)OCC(=O)c2ccc3c(c2)OCCO3)c1
→ -1.0	-0.8%	4.5%	i	11.6%	0.0%	-0.5%	8.7%	-0.1%
Cc1cc(C)nc(SCNC(=O)c2ccc(F)cc2)n1
→ 0.9	3.6%	1.3%	i	19.4%	-2.6%	7.6%	4.4%	0.3%
COc1ccc(CCn2c(=N)c(C(=O)NCC3CCCO3)cc3c(=O)n4ccccc4nc32)cc1OC (stereo not drawn)
→ -3.2	u	u	u	-5.3%	-19.0%	1.3%	-11.8%	-0.4%
Cc1[nH]n(C)c(=O)c1C(=O)c1c(-c2ccccc2Cl)noc1C
→ 0.2	-2.8%	-5.4%	i	u	-59.9%	1.4%	-5.8%	u
COc1nc(-c2ccncc2)nc2ccccc12
→ -2.9	-0.4%	-9.0%	u	-12.1%	-11.3%	-2.1%	-11.9%	0.2%
COc1cccc(CNC(=O)c2ccc(C)c(NC3=NC4CS(=O)(=O)CC4S3)c2)c1 (stereo not drawn)
→ -3.0	-3.9%	-9.7%	x	1.1%	3.4%	-4.9%	-18.2%	0.7%
COc1cc(-c2c(-c3ccc4c(c3)OCO4)noc2-c2ccsc2)ccc1F
→ 0.8	-2.1%	-0.3%	i	1.3%&-4.5%	-21.4%&2.8%	2.5%	11.0%	0.3%
CCOc1cc(/C=C2\N=C(SCC)SC2=O)cc([N+](=O)[O-])c1OC(C)=O
→ 0.6	1.8%	-19.0%	i	-1.7%	-41.0%	-14.1%	-13.7%	2.2%
COc1ccc2cc(C#N)c(SCC(=O)NNC(=O)Cc3ccccc3)nc2c1
→ 1.8	u	-1.0%	i	-5.2%	-29.8%	1.2%	-11.9%	0.7%
CCc1nnc2n1N=C(c1ccc(OC)cc1)CS2
→ -3.1	-24.5%	u	i	34.2%[activator]	-12.0%	0.5%	-4.6%	2.6%
COc1cccc(/C=N/NC(=O)NC23CC4CC(CC(C4)C2)C3)c1O
→ -4.0	-4.4%	-11.6%	u	u	-29.9%	5.1%	-37.5%	6.8%
CCCOc1ccc(/C=c2\sc3nc(-c4ccco4)nn3c2=O)cc1OCC
→ 5.7	x	3.2%	i	60.9%[activator]	1.8%	8.0%	u	-0.5%

# Overlap with the part before: two compounds; new compounds follow.
# Each structure is followed by: IL2 activator	Nrf2 inh	A549 tox	ATXN viability	TGFb inhibitor	HepG2 tox	EPAC2 ag	ATXN2 expr inh	Nrf2 ARE act
COc1cccc(/C=N/NC(=O)NC23CC4CC(CC(C4)C2)C3)c1O
→ -4.0	-4.4%	-11.6%	u	u	-29.9%	5.1%	-37.5%	6.8%
CCCOc1ccc(/C=c2\sc3nc(-c4ccco4)nn3c2=O)cc1OCC
→ 5.7	x	3.2%	i	60.9%[activator]	1.8%	8.0%	u	-0.5%
O=C(NC1CCCC1)c1cc(-c2ccccc2O)on1
→ 3.4	5.8%	0.0%	i	-2.6%	15.0%	3.5%	37.7%[activator]	4.8%
COc1cc2ccccc2cc1C(=O)NC1CCCC1
→ -0.4	u	2.7%	i	-6.2%	2.1%	7.0%	48.5%[activator]	7.3%
Cc1ccc(-n2c(O)c(C=Nc3cc(C)on3)c3ccccc3c2=O)c(C)c1
→ 0.0	23.1µM*	u	i	-10.1%	-19.9%	2.6%	-8.5%	0.0%[9.22 µM]
CC(=O)c1ccc(S(=O)(=O)NCC(=O)Nc2nc3ccccc3[nH]2)cc1
→ 2.5	-8.6%	-3.9%	i	1.8%	1.7%	4.0%	-6.3%	-0.9%
Cc1ccccc1OCC(=O)Nc1ccc(C(=O)Nc2ccccc2C(=O)O)cc1
→ -0.3	u	1.1%	i	u	-14.9%	-1.5%	20.3%	1.7%
CCCC(=O)n1nc(-c2ccc(OC)cc2)nc1N
→ -0.6	10.1%	1.8%	i	16.8%	-12.9%	5.1%	-13.8%	3.2%
CCCCn1c(=O)c2oc3ccccc3c2n(Cc2ccccc2C)c1=O
→ x	29.4%	9.7%	x	-9.6%	-2.7%	x	x	0.3%
CCn1c(SCC(N)=O)nnc1-c1cc2c(C)nn(-c3ccccc3)c2s1
→ 0.1	-25.4%	-0.1%	i	7.0%	0.8%	-10.4%	18.0%	-0.2%
Cc1c(C(=O)NCc2cccs2)sc(=O)n1Cc1ccc(S(C)(=O)=O)cc1
→ -0.5	x	x	i	15.3%	0.8%	6.6%	-10.4%	0.1%
O=C(NNC(=S)NC1CCCCC1)c1ccc(Cl)s1
→ -5.4	u	-9.6%	i	u	-2.9%	-3.1%	1.4%	3.5%
O=C(NC1CCN(C(=O)Nc2ccc(F)cc2)CC1)c1ccc(F)cc1
→ -1.2	-2.8%	-11.0%	i	4.5%	6.6%	-1.3%	-10.8%	0.3%
COc1ccc(C)cc1NC(=O)n1ncc2c(C)cccc21
→ 0.4	5.8%	15.2%	i	-1.8%	-7.1%	12.8%	x	9.7%
Cc1cccc(N2CCN(Cc3nnc(-c4cccc(Br)c4)o3)CC2)c1C
→ x	u	-5.2%	i	-16.1%	-21.7%	x	1.4%	-0.5%
O=C1C2C(C(=O)N1/N=C/c1cc([N+](=O)[O-])c(O)cc1O)C1C=CC2C12CC2 (stereo not drawn)
→ -1.1	-5.1%	-24.2%	i	-0.4%	9.8%	4.7%	-24.4%[11.3 µM]	-0.5%
CCCNC(=O)Cn1cnc2sc(C(=O)N3CCN(c4ccc(F)cc4)CC3)c(C)c2c1=O
→ -0.3	-14.5%	-8.2%	i	-18.1%	6.2%	-3.4%	1.4%	-0.2%
Cc1n[nH]c(=S)n(NC(=O)CC(=O)Nn2c(=S)[nH]nc(C)c2=O)c1=O
→ -0.8	6.1%	1.6%	i	-2.8%	-0.6%	-2.2%	5.5%	0.1%
CC(C)Cn1c(SCc2nc3ccccc3c(=O)[nH]2)nc2ccccc2c1=O
→ -4.3	x	-1.7%	i	3.9%	-2.3%	-5.1%	-0.8%	-0.5%
COc1ccc2nc(SCC(=O)N(C)C3CCCCC3)[nH]c2c1
→ -3.1	3.0%	2.1%	i	-2.2%	1.4%	4.6%	7.5%	3.8%
Cc1ccc(C)c(N2CCN(C(=O)c3cc4c(=O)oc5ccccc5c4s3)CC2)c1
→ x	2.8%[9.27 µM]	1.8%	i	-8.9%	-8.8%	x	4.0%	-1.4%
